Hsp90 inh = displaces geldanamycin probe from tumor Hsp90. NCI-N417 lysate Hsp90, Cy3B-geldanamycin FP displacement. 0.35% of 64,000 active. inhibition, % at 30 µM. AID 429;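 active = inhibition above 50%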;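 note: 0% = tracer plus lysate wells and 100% = tracer alone without lysate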
Her2 expr inh = inhibitors of human Her2 kinase expression; SKBR-3 HER2 protein level, AlphaScreen, 18-24 h; active compounds read low; HER2 level % of control, % at 10 µM; 0.69% of 65,000 active;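 active = HER2 level under 5% of the carrier-only control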;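 note: 100% = DMSO carrier and 0% = 500 nM PU-H71 HSP90 inhibitor; lower value means stronger loss of Her2 protein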
M1 antag = antagonists of rat M1 muscarinic receptor; P08482; CHO-M1 cells, Fluo-4 calcium, ACh EC80 antagonist mode; active compounds read low; B-score at 10 µM; 3.4% of 64,000 active; AID 628;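 active = calcium fluorescence response, raw or row-and-column corrected B-score, differing from the plate sample mean either way at a set confidence level, mostly lower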
Target sequence (P08482 whole entry, looked up): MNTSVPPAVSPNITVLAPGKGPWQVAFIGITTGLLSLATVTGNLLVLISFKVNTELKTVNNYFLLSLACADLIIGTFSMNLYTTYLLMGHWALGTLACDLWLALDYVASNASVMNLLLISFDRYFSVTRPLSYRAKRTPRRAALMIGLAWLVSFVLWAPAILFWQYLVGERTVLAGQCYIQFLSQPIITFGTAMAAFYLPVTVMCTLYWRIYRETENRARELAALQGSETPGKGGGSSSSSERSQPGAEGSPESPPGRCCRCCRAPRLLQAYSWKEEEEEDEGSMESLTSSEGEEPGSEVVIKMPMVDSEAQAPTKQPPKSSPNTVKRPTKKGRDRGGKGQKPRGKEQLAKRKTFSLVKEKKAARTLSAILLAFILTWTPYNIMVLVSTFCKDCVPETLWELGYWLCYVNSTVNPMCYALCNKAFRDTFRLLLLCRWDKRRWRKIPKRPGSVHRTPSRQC
5HT1a ag = 5-HT1a (human) receptor agonism. P08908. CHO 5-HT1a Ga15 NFAT-bla reporter, FRET ratio; 0% basal, 100% maximal reference agonist. activation, % at 10 µM. 0.56% of 65,000 active. AID 567;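 active = activation above the screen-wide mean activation plus 3 SD, cut at about 19% in these data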;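 note: 0% = DMSO wells and 100% = 5-CT at EC100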
Autofluor 339 = intrinsic fluorescence of library compounds, ex339/em460 – biochemical, MLSMR library, data from DPM-DC assay, artefact control, profiling panel | compound autofluorescence, ex339/em460 nm, NADH buffer; active compounds read high; 1 = no-compound wells, NADH background | fluorescence fold increase at 10 µM | 5.5% of 65,000 active | AID 709;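 active = at 10 µM, mean starting fluorescence two-fold or more over control wells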;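 note: signal is the first read of a kinetic run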
NADH coupling = inhibitors of enzymes used to reach an NAD/NADH endpoint; IC50, µM (highest dose often 10 µM), inactives show at the top dose inhibition; 0.02% of 65,000 active; AID 774; coupled PK/LDH NADH assays, four targets;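 active = single-dose screening hits from any of four coupled enzyme assays that gave an IC50 when retested across doses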;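 note: the DPM-DC format reads NADH fluorescence rather than 340 nm absorbance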
D1 mod = allosterically modulates the human D1 dopamine receptor; HEK293 D1, CRE-luciferase, dopamine EC30 potentiation; actives deviate in either direction; P21728; B-score at 10 µM; 5.9% of 58,000 active;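 active = luminescence count or its row- and column-corrected plate score outside the 99.7% band of the plate's sample wells, on either side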
Target sequence (P21728 whole entry, looked up): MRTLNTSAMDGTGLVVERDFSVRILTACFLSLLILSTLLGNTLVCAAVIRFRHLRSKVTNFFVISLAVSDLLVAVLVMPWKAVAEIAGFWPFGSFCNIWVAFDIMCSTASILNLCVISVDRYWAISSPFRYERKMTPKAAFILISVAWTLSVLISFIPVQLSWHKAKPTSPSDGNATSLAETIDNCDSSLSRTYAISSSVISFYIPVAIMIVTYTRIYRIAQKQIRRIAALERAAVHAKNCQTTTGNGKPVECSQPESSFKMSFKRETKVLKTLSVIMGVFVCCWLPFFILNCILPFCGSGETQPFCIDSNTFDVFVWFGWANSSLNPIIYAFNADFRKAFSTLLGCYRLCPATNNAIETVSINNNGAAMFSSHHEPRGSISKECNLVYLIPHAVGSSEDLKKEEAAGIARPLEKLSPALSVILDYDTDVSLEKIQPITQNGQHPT
M1 ag = M1 muscarinic receptor agonism; CHO-M1 cells, Fluo-4 calcium fluorescence, agonist mode; active compounds read high; B-score at 10 µM; 3% of 64,000 active; AID 626;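 active = fluorescence rise, raw or as B-score row- and column-corrected plate score, outside the 99.7% band of its plate's samples, either direction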
Ec RNAP inh = Escherichia coli RNA polymerase inhibition; P0A8V2; E. coli RNA polymerase, fluorescence transcription assay; inhibition, %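 (tested at 10 µM)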; 0.2% of 62,000 active; in the data active = inhibition above about 20%;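 note: 0% = enzyme without compound and 100% = no enzyme blank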
Starred values were filed as active, the others as inactive; / = no result given; [ ] = remark or other dose. No enrichment for hits (roughly 16% active in at least one column).

canonical_smiles,Hsp90 inh,Her2 expr inh,M1 antag,5HT1a ag,Autofluor 339,NADH coupling,D1 mod,M1 ag,Ec RNAP inh
CCOCCCn1cnc2c(c1=O)c1nc3ccccc3nc1n2-c1ccccc1,-1.8,119.1,0.0575,-0.8,2.97*,11.0%,0.601,3.9*,9.4
COc1ccc(C(C(=O)NC2CCCCC2)N2CCC3(CC2)OCCO3)cc1 (centres undefined),-0.5,108.9,0.027,-1.3,1.01,2.0%,0.939,-0.0111,6.8
CC1(C)CC(=O)C(C=Nc2ccc(Cl)cn2)=C(O)C1,-0.2,61.5,0.918,-1.1,1.04,2.0%,/,0.546,-3.9
COc1ccc(OC)c(CNC(=O)CCN2C(=O)COc3ccccc32)c1,-2.2,123.8,-0.972,-1.0,0.99,2.0%,0.263,-0.257,1.1
O=C(c1ccc(Cl)s1)N1CCOCC1,-6.1,91.6,0.561,-1.2,1.04,2.0%,0.486,-0.0568,10.2
CC(=O)N1CCN(c2ccc(NC(=O)c3ccc(C(C)(C)C)cc3)cc2)CC1,3.1,182.4,-0.601,-1.0,1.02,2.0%,-1.47,2.51*,7.0
CN(CCCNC(=O)C1CCC(=O)N1Cc1ccc(F)cc1)c1ccccc1 (centres undefined),-3.4,93.6,0.0294,-0.9,1.1,2.0%,-0.0165,-0.0649,-1.1
Cc1ccc(Cn2nnc3c(=O)n(Cc4ccccc4C)cnc32)cc1,4.1,62.1,-0.424,-1.2,1,5.0%,0.574,-0.401,7.0
COc1ccc(-c2csc(=Nc3ccccc3)n2CCO)cc1,1.8,65.8,0.094,-0.7,1.05,6.0%,/,2,-0.3
OC12CCCCC1C(c1ccc3c(c1)OCO3)N(Cc1cccc(F)c1)CC2 (centres undefined),-6.1,73.3,0.967,0.9,1.07,7.0%,0.335,0.17,7.3
Cn1c(C(C#N)/C(=N\S(=O)(=O)c2cccs2)c2ccccc2)nc2ccccc21 (centres undefined),/,150.8,1.07,0.6,1.03,6.0%,0.573,0.414,10.0
O=C1CC(/C=C/c2ccco2)=Nc2ccccc2N1,-9.9,75.1,0.55,-2.9,1.02,1.0%,-0.0673,2.68,3.0
Cc1cc2c(C)cc(=O)oc2c2c1NCCC2,-2.3,108.5,-0.848,3.9,3.61*,7.0%[fluoresces],0.833,2.42,-24.9
COc1cccc(-c2nc(N3CCC(C)CC3)c3ccccc3n2)c1O,2.1,88.4,2.19*,1.3,1.05,2.0%,/,-0.625,9.3
COc1ccc(-c2nnc3sc(-c4ccccc4OC)nn23)cc1,-1.1,231.7,1.36,-0.3,1.06,1.0%,/,0.119,2.1
CCN1CCN(c2ccc(NC(=O)c3ccc4c(c3)OCO4)cc2)CC1,-4.6,180.3,-3.02*,-2.1,1.08,3.0%,/,0.0677,7.1
CCCN1C2CCCC1CC(NC(=O)c1ccc(F)cc1)C2 (centres undefined),-2.9,86.9,-0.596,-2.0,1.06,6.0%,-2.17*,0.28,6.5
COc1ccccc1-c1cc(C(=O)NCCCn2ccnc2)no1,-4.3,79.9,-0.17,-7.0,1.14,3.0%,-0.674,-0.817,9.6
CCOC(=O)C1CCN(S(=O)(=O)Cc2ccccc2)CC1,1.0,92.8,-0.456,-2.0,1.11,1.0%,/,-1.1,/
CCc1nnc(NC(=O)CSc2ncc(-c3ccccc3)n2C)s1,-3.5,77.8,0.352,-0.3,1.05,7.0%,/,0.612,4.8
O=C(NC1CC1)c1cc2c(s1)-c1ccccc1OC2,-3.4,73.2,-0.501,-3.4,2.14*,4.0%[fluoresces],-5.84*,-0.961,-58.0
Cc1oc(-c2cccc(Cl)c2)nc1CN1CCC(C(=O)N2CCN(c3ccccn3)CC2)CC1,-1.8,71.6,-1.77,0.5,1.1,6.0%,-0.804,2.8,6.3
Fc1ccccc1-c1nc(N2CCCCC2)c2ccccc2n1,-3.4,76.0,2.3,1.5,1.12,1.0%,4.84,-0.466,1.9
COc1ccc(C(=O)COC(=O)CN2C(=O)C3C4C=CC(C4)C3C2=O)cc1 (centres undefined),-1.1,116.7,-0.509,-4.8,1.24,8.0%,-0.793,-0.535,6.1
O=C(Cn1ncc2c1-c1ccccc1OC2)Nc1nc2ccccc2s1,-0.8,81.2,-0.09,0.0,1.03,7.0%,-0.231,0.0883,2.9
O=C(NCc1ccccn1)C1CCN(S(=O)(=O)c2cnc[nH]2)CC1,7.4,137.8,0.413,-1.5,1.12,7.0%,0.0436,-0.961,0.4
Cc1cccc(NC(=O)NCCN2C(=O)C3C4C=CC(C4)C3C2=O)c1 (centres undefined),-0.6,93.3,0.685,0.5,1.07,4.0%,-0.0795,-0.82,11.1
CC(C)N1C(=O)c2ccccc2C1C(=O)NC1CCCCCC1 (centres undefined),-0.9,89.7,0.00448,-1.1,1.1,0.0%,-0.574,-0.264,-3.5
O=C(c1c(F)cccc1F)N1CCN(c2cccc(C(F)(F)F)c2)CC1,-2.3,99.7,-1.07,1.2,1.13,8.0%,0.421,2.49,2.4
CCOC(=O)C1CCN(C(=O)c2ccc(OC)cc2OC)CC1,-6.0,87.3,-0.281,-2.3,1.02,1.0%,-0.344,-0.15,-5.1
Cc1ccccc1OCCCCCn1ccnc1,-2.5,61.2,-0.0444,1.3,1.09,1.0%,-0.434,-0.691,/
Cc1cc(C)c2ccc(N)nc2c1O,26.7,66.1,-0.0352,0.1,1.06,4.0%,-0.46,0.32,9.9
CCCN(CCC)CCCNC(=O)c1ccc2c(c1)N(CC)C(=O)c1ccccc1S2=O (centres undefined),-3.1,114.2,-4.18*,-0.5,0.98,3.0%,-0.0758,-0.402,3.7
Cc1ccc(OCc2nc(C#N)c(N3CCN(Cc4ccccc4)CC3)o2)cc1,2.6,153.9,-0.0226,-2.5,1.13,3.0%,0.00918,0.809,3.9
O=C(NCc1ccc(N2CCCC2=O)cc1)c1cn(Cc2ccccc2)nn1,3.9,79.1,-0.0145,0.7,1.02,6.0%,1.01,-1.05,-3.0
CCN(CC)c1ccc(-n2c(C)c(C(C)=O)c(C(C)=O)c2C)cc1,-1.5,82.8,-0.532,-0.3,1.12,3.0%,-1.4,-1.99,3.3
CCn1c(SCC(=O)Nc2ccccc2F)nc2c(c1=O)SC(C)C2 (centres undefined),-1.3,80.7,-0.377,0.0,0.99,2.0%,0.8,-0.309,7.0
CC(C)NC(=O)CSc1nnc2sc3ccccc3n12,-1.7,147.1,-0.0273,-0.6,0.82,9.0%,-0.144,-0.457,3.7
CCOC(=O)N1CCN(Cc2nc3c(c(=O)n(C)c(=O)n3C)n2Cc2ccccc2C)CC1,-2.0,95.4,0.783,-0.1,1.12,5.0%,1.45,-0.047,5.1
COCCn1nnnc1C1(N(Cc2cc3cc(C)ccc3[nH]c2=O)CC2CCCO2)CCN(C)CC1 (centres undefined),-0.7,130.7,0.339,-3.6,1.29,3.0%,-0.68,-0.041,4.3
O=C(O)CN1C(=O)c2cccc(Oc3ccc(Cl)cc3)c2C1=O,0.1,81.5,0.809,-2.9,1.06,9.0%,0.834,-0.018,-3.3
Cc1nn(C)c(C)c1N=Cc1c(O)ccc2ccccc12,0.2,95.3,0.0635,-3.0,1.02,10.0%,0.767,0.649,0.8
CON(C)c1nc(OCCNC(=O)COc2ccc(Cl)cc2C)nc(N(C)C)n1,-1.4,83.9,0.479,-3.1,1.09,0.0%,0.576,-0.698,/
O=C(NCCCN1CCOCC1)NC12CC3CC(CC(C3)C1)C2,-4.6,91.2,0.022,-3.9,1.05,12.0%,-0.652,0.536,63.9*
O=C1c2ccccc2-c2c1cccc2C(=O)N1CCN(C(=O)c2ccco2)CC1,/,93.6,-1.5,/,0.95,5.0%,0.705,-1.04,-5.3
CC(=O)Nc1cc(C(=O)N2CCCC2)ccc1S(=O)(=O)c1ccc(C)cc1,0.9,115.1,-0.678,-4.3,1.16,0.0%,0.626,0.505,4.6
CCN=C1SC(CC(=O)NC(N)=O)C(=O)N1CC (centres undefined),/,/,0.00206,-1.0,1.06,3.0%,4.31*,0.281,4.1
COc1cccc(NC(=O)Cn2c(-c3cncs3)nc3ccccc32)c1,-3.9,91.0,0.308,2.0,1.12,6.0%,/,0.282,11.9
CC1=CC(C)C(/C=N/n2cnnc2)C(C)C1 (centres undefined),-2.3,97.8,-1.99,-4.0,1.13,5.0%,-1.02,-0.423,2.1
COc1ccc(C(=O)NCCSc2ccccn2)cc1,-0.6,126.9,0.25,-0.3,0.97,3.0%,-5.33*,0.0178,10.6
CC1CC(C)CN(S(=O)(=O)c2ccc(C(=O)NCCCn3ccnc3)cc2)C1 (centres undefined),-3.3,138.6,-0.735,-2.8,0.83,9.0%,0.159,0.237,9.6
Cc1ccc(CC(NC(=O)c2ccccc2)C(=O)N2CCCC2C(=O)O)cc1 (centres undefined),-3.8,91.2,0.543,0.4,1.12,2.0%,0.399,0.0918,3.4
COc1cccc(CN(Cc2cccnc2)S(=O)(=O)c2ccc(-n3cnnn3)c(C)c2)c1OC,-3.0,101.3,-1.88,0.0,1.11,6.0%,0.558,-0.282,2.5

A draw from above in order of molecular weight, smallest number first:
canonical_smiles,Hsp90 inh,Her2 expr inh,M1 antag,5HT1a ag,Autofluor 339,NADH coupling,D1 mod,M1 ag,Ec RNAP inh
O=C(c1ccc(Cl)s1)N1CCOCC1,-6.1,91.6,0.561,-1.2,1.04,2.0%,0.486,-0.0568,10.2
Fc1ccccc1-c1nc(N2CCCCC2)c2ccccc2n1,-3.4,76.0,2.3,1.5,1.12,1.0%,4.84,-0.466,1.9
CC(C)N1C(=O)c2ccccc2C1C(=O)NC1CCCCCC1 (centres undefined),-0.9,89.7,0.00448,-1.1,1.1,0.0%,-0.574,-0.264,-3.5
CCN(CC)c1ccc(-n2c(C)c(C(C)=O)c(C(C)=O)c2C)cc1,-1.5,82.8,-0.532,-0.3,1.12,3.0%,-1.4,-1.99,3.3
COc1ccc(-c2nnc3sc(-c4ccccc4OC)nn23)cc1,-1.1,231.7,1.36,-0.3,1.06,1.0%,/,0.119,2.1
O=C(NCc1ccccn1)C1CCN(S(=O)(=O)c2cnc[nH]2)CC1,7.4,137.8,0.413,-1.5,1.12,7.0%,0.0436,-0.961,0.4
COc1ccc(OC)c(CNC(=O)CCN2C(=O)COc3ccccc32)c1,-2.2,123.8,-0.972,-1.0,0.99,2.0%,0.263,-0.257,1.1
CC(=O)N1CCN(c2ccc(NC(=O)c3ccc(C(C)(C)C)cc3)cc2)CC1,3.1,182.4,-0.601,-1.0,1.02,2.0%,-1.47,2.51*,7.0
OC12CCCCC1C(c1ccc3c(c1)OCO3)N(Cc1cccc(F)c1)CC2 (centres undefined),-6.1,73.3,0.967,0.9,1.07,7.0%,0.335,0.17,7.3
Cc1ccc(OCc2nc(C#N)c(N3CCN(Cc4ccccc4)CC3)o2)cc1,2.6,153.9,-0.0226,-2.5,1.13,3.0%,0.00918,0.809,3.9
CC1CC(C)CN(S(=O)(=O)c2ccc(C(=O)NCCCn3ccnc3)cc2)C1 (centres undefined),-3.3,138.6,-0.735,-2.8,0.83,9.0%,0.159,0.237,9.6

Screens (PubChem)
